Screens: PubChem, Sanford-Burnham Center for Chemical Genomics
MPTP block: inhibitors of mitochondrial permeability transition pore. isolated mouse mitochondria, Ca2+ swelling absorbance, 30 min. inhibition, % at 10 µM. AID 602449. hit rate 1.4% among 360,000;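 active = inhibition of 50% or more, scaled per plate between neutral and stimulator controls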;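 also: 0% = DMSO wells given calcium and 100% = 1 mM EGTA wells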
hIAP inh: human IAP inhibition | P09923 | purified IAP, CDP-Star luminescence, 30 min | inhibition, % at 10 µM | hit rate 0.12% among 330,000 | AID 2544;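 active = inhibition reaching a set limit with compound at 10 µM in the primary screen, cut at about 35% in these data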;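 also: plate controls were DMSO wells with enzyme for no effect and no-enzyme buffer wells for full effect; values of inactives mirror those of a sister screen read the other way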
ATG4B inh: blocks human ATG4B protease cleavage of LC3 substrate. AID 504462. ATG4B cleavage of LC3-PLA2, NBD-HPC fluorescence, 1 h. hit rate 0.51% among 340,000. inhibition, % at 8.33 µM; in the data active = inhibition above about 40%
Target sequence (Q9Y4P1 whole entry, looked up): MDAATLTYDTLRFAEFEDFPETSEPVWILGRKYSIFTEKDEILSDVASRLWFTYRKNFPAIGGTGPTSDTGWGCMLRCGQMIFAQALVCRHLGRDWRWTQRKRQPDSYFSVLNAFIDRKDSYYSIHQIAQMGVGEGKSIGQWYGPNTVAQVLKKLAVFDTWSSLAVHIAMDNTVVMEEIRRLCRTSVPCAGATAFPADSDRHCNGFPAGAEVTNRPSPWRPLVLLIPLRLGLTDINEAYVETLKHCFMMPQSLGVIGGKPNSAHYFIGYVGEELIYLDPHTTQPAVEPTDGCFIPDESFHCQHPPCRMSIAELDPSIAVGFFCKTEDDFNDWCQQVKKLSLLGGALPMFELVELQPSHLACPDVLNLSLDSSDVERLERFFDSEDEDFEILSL
hIAP activ: increases human intestinal alkaline phosphatase activity; P09923; AID 2524; hit rate 0.16% among 330,000; purified human IAP, CDP-Star luminescence, 30 min; hits give high values; 1 = vehicle-only enzyme, 0 = enzyme-free background; activation factor at 10 µM;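 active = activation factor of the enzyme at least 2-fold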; also: the source names both 10 and 20 µM as test concentration; values of inactives mirror those of a sister screen read the other way
mIAP activ: increases mouse intestinal alkaline phosphatase activity; activation factor at 10 µM; muIAP, CDP-Star luminescence, 30 min; hits give high values; 1 = vehicle-only enzyme signal, 0 = enzyme-free wells; hit rate 0.24% among 330,000;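 active = activation factor of at least 2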; also: the source names both 10 and 20 µM as test concentration; values of inactives mirror those of a sister screen read the other way
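System: Mouse IAP enzyme | Also added: CDP-Star substrate | Dosing: Compounds dispensed in DMSO | Schedule: 30 min enzyme-substrate-compound incubation at room temperature | Technique: Chemiluminescence readout | Control set: DMSO-only wells and no-enzyme negative control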
A3G deaminase: inhibitors of human APOBEC3G DNA deaminase. Q9HC16. recombinant A3G, ssDNA deamination FAM/TAMRA fluorescence. inhibition, % at 20 µM. hit rate 0.28% among 330,000. AID 493012;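 active = inhibition of at least 40% at 20 µM, with no more than 30% in the related APOBEC3A deaminase screen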;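 also: plate controls were DMSO wells with A3G for no effect and wells lacking A3G enzyme for full effect; some compounds called inactive have numbers as strong as hits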
Target sequence (Q9HC16 whole entry, looked up): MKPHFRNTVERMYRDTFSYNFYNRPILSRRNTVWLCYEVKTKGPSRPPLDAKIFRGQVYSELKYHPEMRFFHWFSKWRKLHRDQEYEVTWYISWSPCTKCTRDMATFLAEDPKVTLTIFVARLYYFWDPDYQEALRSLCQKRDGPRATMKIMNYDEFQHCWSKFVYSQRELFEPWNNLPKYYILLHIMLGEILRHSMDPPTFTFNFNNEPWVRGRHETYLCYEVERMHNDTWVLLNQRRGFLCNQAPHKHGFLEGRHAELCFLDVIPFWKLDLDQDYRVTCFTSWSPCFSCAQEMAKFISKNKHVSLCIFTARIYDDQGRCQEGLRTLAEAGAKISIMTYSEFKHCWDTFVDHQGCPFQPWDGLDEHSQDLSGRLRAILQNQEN
mIAP inh: blocks mouse intestinal alkaline phosphatase. purified mouse IAP, CDP-Star luminescence, 30 min. inhibition, % at 10 µM. hit rate 0.2% among 330,000. AID 2806;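 active = inhibition of at least 40% at 10 µM in the primary screen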;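 also: plate controls were DMSO with enzyme for no effect and no enzyme wells for full effect; values of inactives mirror those of a sister screen read the other way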
MIN6 prolif: induces beta-cell replication in MIN6 cells; MIN6 cells proliferation, ATPlite luminescence, 48 h; cells starved in 0.2% serum; 100% = growth in 10% serum; proliferation, % at 10 µM; hit rate 0.29% among 330,000;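 active = compounds whose signal lies at least 3.5 SD above the mean of all wells on their plate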;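 also: 0% = DMSO-treated cells in low-serum medium and 100% = 10% serum control; some compounds called inactive have numbers as strong as hits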
A3A deaminase: human APOBEC3A DNA deaminase inhibition; hit rate 0.41% among 330,000; inhibition, % at 20 µM; P31941; recombinant A3A, FAM/TAMRA ssDNA deamination fluorescence;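 active = at least 40% inhibition at 20 µM here, with at most 30% in a related deaminase screen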;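 also: plate controls were A3A with DMSO for no effect and wells lacking A3A enzyme for full effect; some results filed as inactive read as strong as hits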
Target sequence (P31941 whole entry, looked up): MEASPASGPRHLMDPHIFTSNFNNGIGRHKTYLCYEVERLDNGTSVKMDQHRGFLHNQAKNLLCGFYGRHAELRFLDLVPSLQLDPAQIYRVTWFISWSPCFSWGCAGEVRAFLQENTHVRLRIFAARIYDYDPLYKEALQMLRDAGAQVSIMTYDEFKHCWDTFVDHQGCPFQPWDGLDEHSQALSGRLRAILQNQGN
An asterisk follows results filed as active. The order is random. Share with any hit: about 3.3%.

SMILES | MPTP block | hIAP inh | ATG4B inh | hIAP activ | mIAP activ | A3G deaminase | mIAP inh | MIN6 prolif | A3A deaminase
CCCc1nc2ccccc2c(C(=O)OCc2nnc(-c3cc(OC)c(OC)c(OC)c3)o2)c1CC | 1.0 | 15 | -10 | 0.85 | 0.92 | -2 | 8 | -2 | 1
Cc1nc(NC2CCCCC2)c2nnn(Cc3ccccc3Cl)c2n1 | 0.4 | -16 | -3 | 1.2 | 1 | -7 | -3 | -3 | -4
COc1ccccc1C(=O)Nc1ccncc1 | 2.4 | 2 | -3 | 0.98 | 0.93 | -3 | 8 | 1 | -1
CC(O)c1nc2ccc(C(=O)O)cc2[nH]1 (centres undefined) | 0.8 | 2 | -1 | 0.98 | 0.99 | -5 | 1 | -1 | 0
O=[N+]([O-])c1ccc2[nH]nc(-c3ccccc3)c2c1 | 22 | 5 | 2 | 0.95 | 0.98 | -6 | 2 | 0 | -6
NCCCC[C@@H]1NC(=O)c2cc([N+](=O)[O-])cc(F)c2NCCCC[C@@H](C(N)=O)NC(=O)CNC1=O | -1.2 | -17 | -5 | 1.2 | 0.94 | -8 | 6 | 2 | -2
O=C(CCS(=O)(=O)c1ccccc1)Nc1nccs1 | -0.7 | -8 | -7 | 1.1 | 1.1 | 3 | -7 | 0 | -1
CCOc1ccc(OCC)c(NC(=O)Cn2c(C)nc3ccccc3c2=O)c1 | -1.2 | -3 | -1 | 1 | 0.92 | -3 | 8 | -4 | -1
CSc1ccccc1OCc1cc(C(=O)NCCn2nc(C)cc2C)no1 | -0.4 | -18 | 8 | 1.2 | 1.1 | -6 | -9 | 1 | -1
CC(C)CC(=O)/C(=C/c1ccc(N(C)C)cc1)n1cncn1 | 1.4 | 5 | -2 | 0.95 | 0.88 | -7 | 12 | 2 | -6
Cn1c(N2CCC(C(N)=O)CC2)nc2c1c(=O)n(Cc1ccc(Br)cc1)c(=O)n2C | 5.5 | 0 | 0 | 1 | 0.98 | -2 | 2 | -3 | -2
O=C1CC(C2CCCO2)C(=O)N1c1cccc(Cl)c1 (centres undefined) | -6.9 | -12 | -5 | 1.1 | 1.1 | -1 | -6 | -2 | 7
N#C/C(=C\c1ccc(-c2ccc(C(=O)O)cc2)o1)C(=O)NCC1CCCO1 (centres undefined) | 0.4 | -14 | -1 | 1.1 | 0.97 | 4 | 3 | 3 | 7
Cc1ccn2c(CNCC3COCCO3)c(C(=O)N3CCCCCC3)nc2c1 (centres undefined) | 0.1 | -11 | 1 | 1.1 | 1 | 6 | -1 | 2 | 1
O=C1c2ccccc2C(=O)c2c(NCCCN(CCO)CCO)cccc21 | 5.9 | 11 | -8 | 0.89 | 0.84 | -2 | 16 | 2 | 10
Cc1cccc(CN2CCN(C3CCCC3)C(CCO)C2)n1 (centres undefined) | 0.8 | -5 | -6 | 1.1 | 0.85 | -3 | 15 | -5 | 1
Cc1cc(C)cc(N(CC(=O)NCCSCc2ccccc2)S(C)(=O)=O)c1 | -0.7 | 9 | -7 | 0.91 | 1 | -2 | -1 | 2 | 0
C=CCN(CC=C)C(=O)c1cccc(OC2CCN(CC(C)(C)C)CC2)c1 | 2.7 | -11 | 0 | 1.1 | 0.97 | 10 | 3 | -1 | -4
CN(C(=O)Cc1noc2ccccc12)c1ccccc1 | -0.1 | 16 | 3 | 0.84 | 1 | -8 | -2 | 0 | -1
COc1nccnc1NS(=O)(=O)c1ccc(N)cc1 | -0.2 | 6 | -1 | 0.94 | 0.99 | -11 | 1 | -2 | -6
C/C(=N\NC(=O)CCCNc1cccc(C)c1)c1ccncc1 | -2.1 | -12 | -5 | 1.1 | 1.1 | 3 | -7 | 1 | -8
Cc1ccc(CNC(=O)c2ccc(C)s2)cc1 | 1.3 | -16 | -5 | 1.2 | 1 | -2 | -4 | -1 | 3
COc1ccc(NS(=O)(=O)c2ccc(N/N=C(\C)c3ccncc3)c([N+](=O)[O-])c2)cc1 | 68* | 1 | 23 | 0.99 | 1 | 0 | 0 | 0 | 5
Cc1ccc(NC(=O)c2ccc(NCCN)c([N+](=O)[O-])c2)cc1Cl | 15 | 5 | 5 | 0.95 | 0.87 | -1 | 13 | -3 | 0
COc1ccc(N(C(=O)c2cccnc2)S(=O)(=O)c2cccc([N+](=O)[O-])c2)cc1 | 1.2 | 16 | -4 | 0.84 | 0.97 | -5 | 2 | -2 | -2

Look-ups from the list.
hIAP activ, Cc1ccn2c(CNCC3COCCO3)c(C(=O)N3CCCCCC3)nc2c1 (centres undefined) → 1.1
A3A deaminase, COc1ccc(N(C(=O)c2cccnc2)S(=O)(=O)c2cccc([N+](=O)[O-])c2)cc1 → -2
mIAP inh, Cc1ccc(CNC(=O)c2ccc(C)s2)cc1 → -4

New compounds follow
SMILES | MPTP block | hIAP inh | ATG4B inh | hIAP activ | mIAP activ | A3G deaminase | mIAP inh | MIN6 prolif | A3A deaminase
COc1ccc(OC)c(C(=O)NC2CC(C)(C)Cc3c2cnn3-c2ccccc2)c1 (centres undefined) | -0.2 | -10 | 15 | 1.1 | 0.99 | -4 | 1 | -2 | -4
CCN(C(=O)COC(=O)C(Cc1ccccc1)N1C(=O)c2ccccc2C1=O)C1CCS(=O)(=O)C1 (centres undefined) | -6.1 | 3 | 1 | 0.97 | 0.96 | -3 | 4 | -3 | 1
COc1ccc(C(=O)c2c(N)sc3c2CCN(C)C3)cc1 | 0.0 | -12 | 0 | 1.1 | 0.96 | -8 | 4 | 8.0* | -3
O=C(Nc1cccc(C(F)(F)F)c1)c1sc(Cl)nc1C(F)(F)F | 83* | 10 | -3 | 0.9 | 0.99 | -8 | 1 | -4 | -5
O=C(CS(=O)(=O)c1ccc(Cl)cc1)NCc1ccccc1 | -2.2 | 2 | -6 | 0.98 | 0.96 | -3 | 4 | -2 | -3
C/C(=N/NS(=O)(=O)c1ccccc1)c1ccc(NC(=O)C2CC2)cc1 | 0.9 | 2 | 1 | 0.98 | 1.1 | -2 | -14 | -2 | -1
c1ccc(Cn2nnc3cnccc32)cc1 | -0.9 | 15 | -3 | 0.85 | 0.98 | -5 | 2 | -1 | -2
COc1cc([N+](=O)[O-])ccc1NC(=S)Nc1cc(C(=O)OC(C)C)cc(C(=O)OC(C)C)c1 | 92* | 7 | -8 | 0.93 | 0.78 | -4 | 22 | -3 | -1
Cc1n[nH]c(=O)c2c(NC(=O)COC(=O)Cc3c(F)cccc3Cl)oc(C)c12 | -1.5 | -3 | 2 | 1 | 1.1 | -3 | -6 | 2 | -1
CCc1cc(=O)n2c([nH]c3ccccc32)c1C#N | -0.9 | 0 | 11 | 1 | 1 | 0 | 0 | -5 | -2
CCc1ccccc1OCC(=O)OCC(=O)Nc1cc(C)on1 | 0.0 | 3 | 0 | 0.97 | 1.1 | -1 | -8 | -4 | 0
CSc1nc2ccccc2cc1/C=C(\C#N)c1ccc(Cl)c(Cl)c1 | 4.9 | 5 | -2 | 0.95 | 0.96 | -3 | 4 | -3 | -3
COc1ccc(-c2nnc(NC(=O)CSc3ccccc3)s2)cc1OC | 2.0 | 0 | 30 | 1 | 1 | -7 | -3 | -1 | -4
Cc1ccc(CNC(=O)CCCn2c(=O)c3ccccc3n(CC(=O)NCc3ccco3)c2=O)cc1 | 5.0 | -3 | -2 | 1 | 1.1 | -6 | -6 | -2 | -1
CCOC(=O)C1CCN(Cc2cn[nH]c2-c2ccc(C)cc2)CC1 | -1.0 | -1 | -14 | 1 | 1 | -6 | -4 | 2 | -2
Oc1ccc(-c2sc(Nc3ccccc3)n[n+]2-c2ccc(F)cc2)cc1 | -0.2 | 7 | -3 | 0.93 | 1.1 | -9 | -5 | -5 | -1
COC(=O)c1ccc(CON2C(=O)c3ccccc3C2=O)cc1 | -0.1 | -1 | -5 | 1 | 0.98 | -4 | 2 | 3 | 3
CC(=O)c1cccc(NC(=O)c2sc(Cl)nc2C)c1 | -0.5 | -8 | -2 | 1.1 | 1 | -2 | -2 | 4 | 3
CCn1c2ccccc2c2cc(/C=N/O)ccc21 | -0.2 | -15 | -5 | 1.2 | 1.1 | -6 | -14 | 1 | 2
CC(=O)c1cccc(NC(=S)NCCc2ccc(F)cc2)c1 | 9.0 | -22 | 1 | 1.2 | 1.1 | -5 | -15 | -4 | -6
COc1cccc(NC(=O)C2C3C=CC(O3)C2C(=O)NCc2cccnc2)c1 (centres undefined) | -2.4 | -3 | -1 | 1 | 0.98 | -4 | 2 | -3 | -1
O=C(Nc1ccc(F)c(Cl)c1)C1CC(=O)n2c(nc3ccccc32)N1 (centres undefined) | 0.5 | -89 | 24 | 1.9 | 2.8* | -4 | -182 | -2 | -2
COc1ccc(C(=O)CC(=O)c2ccccc2)cc1 | 1.7 | 6 | 4 | 0.94 | 0.94 | -9 | 6 | -3 | -4
CC(=O)N/N=C(/C)c1ccc(NC(=O)c2csc(C)c2C)cc1 | 1.1 | 8 | -1 | 0.92 | 1 | -4 | -3 | -3 | 1
c1ccc2c(c1)OCc1cn[nH]c1-2 | 1.3 | -2 | -1 | 1 | 1 | -4 | -3 | -2 | 3

Other entries:
SMILES | MPTP block | hIAP inh | ATG4B inh | hIAP activ | mIAP activ | A3G deaminase | mIAP inh | MIN6 prolif | A3A deaminase
Cc1ccccc1/C=C/C1=NCCN1 | 0.6 | 2 | -2 | 0.98 | 1 | -8 | -2 | 6 | -2
Cc1nn(C)c2ncc(C(=O)c3ccccc3O)cc12 | 0.2 | 1 | 1 | 0.99 | 0.94 | -2 | 6 | 0 | 0
Cc1cc(/C=N/NC(=O)CC2(C)OCCO2)c(C)n1-c1cc(Cl)cc(Cl)c1 | 3.8 | 6 | -2 | 0.94 | 1.1 | -3 | -13 | -3 | -2
CC(=O)c1ccc(NC(=O)CSc2ccc(-c3sc(C)nc3C)nn2)cc1 | 0.7 | -12 | 5 | 1.1 | 0.99 | -12 | 1 | -5 | -5
Fc1ccccc1CSc1nncn1NCc1cccs1 | 0.5 | -90 | 1 | 1.9 | 1.1 | -6 | -8 | -3 | -1
C[C@@H]1C=C(C(=O)N2CCN(C)CC2)O[C@H](OCc2ccc(CO)cc2)C1 | 1.0 | 3 | -2 | 0.97 | 1 | -2 | -3 | -3 | 2
Nc1ccc(C(=O)N(CCO)CCO)cc1 | -1.9 | 10 | -3 | 0.9 | 0.97 | -2 | 3 | -3 | 0

Complete entries, quoted from the list. Screens in order: MPTP block | hIAP inh | ATG4B inh | hIAP activ | mIAP activ | A3G deaminase | mIAP inh | MIN6 prolif | A3A deaminase
Cc1ccccc1/C=C/C1=NCCN1 is listed with 0.6 | 2 | -2 | 0.98 | 1 | -8 | -2 | 6 | -2
Cc1nn(C)c2ncc(C(=O)c3ccccc3O)cc12 is listed with 0.2 | 1 | 1 | 0.99 | 0.94 | -2 | 6 | 0 | 0
C[C@@H]1C=C(C(=O)N2CCN(C)CC2)O[C@H](OCc2ccc(CO)cc2)C1 is listed with 1.0 | 3 | -2 | 0.97 | 1 | -2 | -3 | -3 | 2
Nc1ccc(C(=O)N(CCO)CCO)cc1 is listed with -1.9 | 10 | -3 | 0.9 | 0.97 | -2 | 3 | -3 | 0
CC(=O)c1ccc(NC(=O)CSc2ccc(-c3sc(C)nc3C)nn2)cc1 is listed with 0.7 | -12 | 5 | 1.1 | 0.99 | -12 | 1 | -5 | -5

Some entries already given, showing only ATG4B inh:
SMILES	ATG4B inh
Fc1ccccc1CSc1nncn1NCc1cccs1	1
C[C@@H]1C=C(C(=O)N2CCN(C)CC2)O[C@H](OCc2ccc(CO)cc2)C1	-2
